# RmlCD inh 1536: inhibitors of Mycobacterium tuberculosis RmlC and RmlD coupled enzymes. P9WH09+P9WH11. RmlC+RmlD coupled enzyme assay, percent inhibition; primary screen in compound mixtures. inhibition, % at 3.6 µM. hit rate 0.03% among 160,000. AID 1533; in the data active means inhibition mostly above about 34%, no sharp cut-off; further: some results filed as inactive read as strong as hits
# Target sequence (P9WH09 whole entry, looked up): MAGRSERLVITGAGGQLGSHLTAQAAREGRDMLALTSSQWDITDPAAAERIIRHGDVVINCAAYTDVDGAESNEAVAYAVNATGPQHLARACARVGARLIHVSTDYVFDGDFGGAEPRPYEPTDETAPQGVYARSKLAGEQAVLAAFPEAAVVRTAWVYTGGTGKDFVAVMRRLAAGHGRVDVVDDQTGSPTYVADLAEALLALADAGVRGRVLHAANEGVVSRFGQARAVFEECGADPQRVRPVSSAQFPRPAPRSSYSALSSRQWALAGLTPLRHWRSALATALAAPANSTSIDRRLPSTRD
# Target sequence (P9WH11 whole entry, looked up): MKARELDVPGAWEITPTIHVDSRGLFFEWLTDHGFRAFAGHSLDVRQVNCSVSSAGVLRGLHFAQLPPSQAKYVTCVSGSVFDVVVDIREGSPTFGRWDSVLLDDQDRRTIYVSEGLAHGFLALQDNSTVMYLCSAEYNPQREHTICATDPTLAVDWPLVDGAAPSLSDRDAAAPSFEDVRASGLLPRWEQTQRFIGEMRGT
# M. tuberculosis GlmU: inhibition of mycobacterial GlmU enzyme – biochemical, glucosamine-1-phosphate acetyltransferase (AID 1376) | M. tuberculosis GlmU acetyltransferase enzyme assay; higher % means a stronger effect | one-dose inhibition, %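 (tested at 30 µM in the primary screen)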; IC50 in µM for titrated hits | hit rate 0.25% among 220,000; in the data active means inhibition above about 13%;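 further: 0% = complete reaction with vehicle and 100% = reaction without substrate; strong numbers were not always called active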
# Numbers without * were called inactive; · = no result given. An excerpt, so the mix of outcomes need not match the whole.
SMILES,RmlCD inh 1536,M. tuberculosis GlmU
CC(=O)Nc1ccc(C(=O)OC2CCOC2=O)cc1 (stereo unspecified),·,-0.9%
O=[N+]([O-])c1ccccc1/C=N/n1c(COc2ccccc2)n[nH]c1=S,1.5,·
Cc1sc2ncn(CC(=O)NCCN3CCOCC3)c(=O)c2c1S(=O)(=O)N1CCC(C)CC1,11.1,-2.4%
O=C(NCc1ccc(F)cc1)C(=O)NCC1OCCN1S(=O)(=O)c1ccc2c(c1)OCCO2 (stereo unspecified),30.3,-0.7%
O=C(N/N=C/c1cc(Br)ccc1O)Nc1ccccc1,9.8,-2.4%
CCN(CC)C(=O)N1CCN(C(=O)c2ccc(C)cn2)CC1,·,-4.2%
CCOc1ccc(Br)cc1C1C(C(=O)OC)=C(N)Oc2cc(N(C)C)ccc21 (stereo unspecified),-18.3,-1.5%
Cc1ccc(S(=O)(=O)NNC(=O)C(O)(c2ccccc2)c2ccccc2)cc1,4.2,2.1%
CC1Oc2ccccc2N(CC(=O)Nc2ccc3c(c2)OCCO3)C1=O (stereo unspecified),·,0.3%
COc1ccc(-n2c(Cc3ccccc3)nnc2SCC(=O)N2CCCc3ccccc32)cc1,·,1.2%
CC(=O)c1cccc(N(C(=O)CNC(=O)c2ccco2)C(C(=O)NCc2ccco2)c2ccccc2)c1 (stereo unspecified),-6.5,1.1%
CCOC(=O)c1ccccc1NC(=O)c1ccc(N(C)S(C)(=O)=O)cc1,-8.6,-1.7%
Cc1c(OCC(=O)OC(C)C)ccc2c3c(c(=O)oc12)CCC3,13.8,3.3%
O=C(COc1c(Cl)cc(Cl)cc1Cl)c1ccc(Cl)cc1,12.3,2.2%
Cc1cc(C(=O)NN)c(C)o1,10.3,7.4%
CCCc1ccc(OCc2nc(-c3ccc(NC(=O)c4ccco4)cc3)no2)cc1,8.3,-7.1%
COc1ccc(OC)c(NC(=O)COC(=O)c2nc(Cl)ccc2Cl)c1,·,0.7%
CCOc1cc(/C=C2\C(=O)N(CCC#N)N=C2C)ccc1OCC(N)=O,8.1,-0.9%
O=C(CSc1nc2sc3c(c2c(=O)[nH]1)CCC3)NCCO,-0.9,3.1%
O=C1/C(=C/c2ccccc2)SC(=S)N1N1C(=O)C2CC2C1=O (stereo unspecified),10.8,-1.9%
CCC(=O)NNC(=O)c1c(O)c2ccccc2[nH]c1=O,4.5,7.5%
CSc1ccccc1NC(=O)Cn1nc([N+](=O)[O-])c(Cl)c1C,-9.9,5.0%
CCOCCN(C(=O)c1ccccc1Cl)c1cccc(C)c1C,2.4,0.4%
COc1ccc(-c2cc(C(=O)N3CCN(c4ccccc4)CC3)no2)cc1OC,6.4,2.4%
O=C1CCCC(=O)C1=C1SCCS1,-17.2,-3.5%
# Remaining list, next part
SMILES,RmlCD inh 1536,M. tuberculosis GlmU
COCCn1c(N)c(N(Cc2ccccc2)C(=O)c2ccc3ccccc3c2)c(=O)[nH]c1=O,-12.8,11.2%
O=C1Nc2ccccc2C12OCCO2,·,3.0%
CCc1cc(C(=O)OC)c(NC(=O)CCCC(=O)O)s1,·,0.5%
O=C(CNCc1ccco1)Nc1ccc(N2CCCCCC2)cc1,12.7,-1.8%
CC1(C)CC(=O)C(C(C2=C(O)CC(C)(C)CC2=O)c2cccs2)C(=O)C1 (stereo unspecified),14.4,·
CC(C)c1ccc(/C=C/c2ccc(=O)n(C)n2)cc1,-6.6,-5.0%
Cc1ccccc1C(=O)OC1OC(=O)C(Cl)=C1N1CCOCC1 (stereo unspecified),-8.6,2.5%
O=C(Cn1nc(-c2cccc([N+](=O)[O-])c2)c2ccccc2c1=O)Nc1cccnc1,·,0.3%
O=C(CCCOc1ccccc1)N1CCN(C(=O)c2ccco2)CC1,·,4.7%
O=C1Nc2ccccc2C(O)(C(=O)NCc2ccc3c(c2)OCO3)N1c1ccc(Cl)c(Cl)c1 (stereo unspecified),·,6.1%
C/C(N)=C(/C#N)C(=O)CN1CCCCC1,·,2.6%
COc1ccc(CNC(=O)C2CCCN(Cc3nc(-c4cccc(C)c4)oc3C)C2)cc1 (stereo unspecified),6.3,2.3%
C=CCN(CC=C)CCCOc1ccc(Br)cc1Cl,·,-8.4%
CCOC(=O)CN1N=C(/C=C/c2ccc(OCC)cc2)CCC1=O,3.9,-4.3%
Cc1cc(C(=O)Nc2nnc(-c3ccccc3)s2)no1,-36.3,-0.6%
Cc1nn(C)c(C)c1CN(Cc1nc(-c2ccc(F)cc2F)oc1C)C1CC1,-3.3,2.3%
C/C(=N\OCC(=O)Nc1cc(C)cc(C)c1)c1ccc2c(c1)OCCO2,5.4,-1.3%
COc1ccc(C)cc1NC(=O)c1cc2ccccc2cc1OCC(=O)NCc1ccco1,-8.5,-3.0%
Cn1cccc1Cc1nnc(SCC(=O)N2CCc3ccccc32)n1CCc1ccccc1,-11.0,7.0%
CCS(=O)(=O)N1CCN(S(=O)(=O)c2ccccc2[N+](=O)[O-])CC1,-14.0,3.4%
Cn1c(=O)oc2cc(S(=O)(=O)N3CCCC(C(=O)N4CC=C(c5ccccc5)CC4)C3)ccc21 (stereo unspecified),-4.7,·
Cc1cc(N2CCN(c3ccccc3)CC2)nc(N)n1,·,-4.3%
Cc1ccc(-n2c(SCC(=O)Nc3ccc4c5c(cccc35)CC4)nc(O)cc2=O)cc1,-12.2,-2.3%
COC(=O)Nc1nnc(Cc2ccc(Cl)cc2)s1,-4.5,2.7%
CCN1CCN(c2cc(C)c3cc(NC(=S)N4CCCCC4)ccc3n2)CC1,-10.8,8.6%

# Two entries from above, bar-delimited.
structure | RmlCD inh 1536 | M. tuberculosis GlmU
O=C1Nc2ccccc2C(O)(C(=O)NCc2ccc3c(c2)OCO3)N1c1ccc(Cl)c(Cl)c1 (stereo unspecified) | · | 6.1%
CC(C)c1ccc(/C=C/c2ccc(=O)n(C)n2)cc1 | -6.6 | -5.0%

# Following part
SMILES,RmlCD inh 1536,M. tuberculosis GlmU
CSC1=NCCN1C(=O)c1cccc(C(F)(F)F)c1,1.5,-5.9%
COc1ccc(NC(=O)c2scc(S(=O)(=O)C(C)C)c2N)cc1,-12.3,6.5%
O=C(CN1C(=O)NC2(CCc3ccccc32)C1=O)Nc1cc(C(F)(F)F)ccc1N1CCOCC1 (stereo unspecified),·,-0.1%
O=C(Nc1cnccn1)c1cccnc1,·,-1.1%
COc1cc(CC2COC(=O)C2(O)Cc2ccc(O)c(OC)c2)ccc1O (stereo unspecified),·,-3.3%
O=C(NCc1ccccc1)c1ccc(F)c(F)c1,3.7,-4.4%
O=C(/C=C/c1ccc(F)cc1)NC(=S)N1CCN(Cc2ccccc2)CC1,1.8,3.2%
COc1cc(OC)cc(C(=O)N[C@H](C(=O)OCC(=O)N2CCc3ccccc32)C(C)C)c1,5.5,-0.5%
COc1ccc(OC)c(S(=O)(=O)Nc2c(C)cccc2C)c1,11.1,2.0%
Brc1ccccc1OCCCN1CCOCC1,-11.8,1.8%
CCCN1CCN(C(=S)Nc2ccc3nc(N4CCN(CC)CC4)cc(C)c3c2)CC1,10.0,-1.4%
N#Cc1c(-c2ccccc2)nc(SCc2nc(N)nc(N3CCCCC3)n2)[nH]c1=O,7.5,0.8%
O=C(NC(=S)Nc1ccc(CN2CCOCC2)cc1)c1ccccc1[N+](=O)[O-],98.9,1.7%
CCCS(=O)(=O)N1CCN(C(=O)c2cccnc2)CC1,12.4,3.5%
COc1cccc(OC(=O)c2cc3ccccc3oc2=O)c1,-10.6,-0.8%
CC(/C=N/n1c(C2CCCCC2)n[nH]c1=S)=C\c1ccccc1,-4.8,6.8%
Cc1noc(C)c1S(=O)(=O)N1CCC(C(=O)NC2CCCc3ccccc32)CC1 (stereo unspecified),-10.4,1.9%
CCN(CC)C(=O)CSc1nc(C)cc(C)n1,-1.8,-4.5%
CC(C)(C)C(=O)Nc1nc(=S)ss1,-8.1,-1.6%
CCOc1cc(CNCc2cccnc2)ccc1OCC(=O)NC(C)(C)C,6.8,-3.5%
Cc1cc(C)cc(N(CC(=O)NCc2ccco2)C(=O)CCC(=O)Nc2nccs2)c1,-8.9,-2.3%
C=CCn1c(=NC(=O)c2cccs2)sc2cccc(OC)c21,1.3,-4.8%
O=c1nc(N2CCCC2)nc(Nc2ccccc2)[nH]1,8.1,·
CCOC(=O)C1=C(C)NC2=C(C(=O)C(C(=O)OCC)C(c3ccccc3OC)C2)C1c1ccccn1 (stereo unspecified),·,-4.5%
Cc1ccc(CN2C(=O)C3CCCN3c3ccc(C#N)cc32)cc1 (stereo unspecified),46.3,0.8%

# 2 records drawn at random from the list so far:
SMILES,RmlCD inh 1536,M. tuberculosis GlmU
COc1ccc(OC)c(S(=O)(=O)Nc2c(C)cccc2C)c1,11.1,2.0%
COc1cc(OC)cc(C(=O)N[C@H](C(=O)OCC(=O)N2CCc3ccccc32)C(C)C)c1,5.5,-0.5%

# The results go on.
SMILES,RmlCD inh 1536,M. tuberculosis GlmU
Cc1ccccc1OCC(=O)NNC(=O)C1CCCCC1C(=O)O (stereo unspecified),4.2,-5.9%
COc1ccc(CCNC(=O)COC(=O)/C=C/c2cc(OC)c(OC)c(OC)c2)cc1OC,3.5,6.6%
Cc1ccc(NC(=O)CCC(=O)NNC(=O)NC2CCCCC2)c(C)c1,-12.2,1.5%
CCC(=O)Nn1cnc2c(c1=O)C1(CCCCC1)Cc1ccccc1-2,·,4.9%
Cc1cc(-n2c(C)cc(C(=O)COc3ccc4ccc(=O)oc4c3)c2C)no1,·,-6.1%
CC(Cc1ccc(O)cc1)NCC(O)c1cc(O)cc(O)c1 (stereo unspecified),·,1.0%
O=C(Nc1ccc2nc3n(c(=O)c2c1)CCCC3)c1cccc([N+](=O)[O-])c1,7.2,-1.2%
CCN(C(=O)CSc1nnc(Nc2ccccc2C)s1)C1CCS(=O)(=O)C1 (stereo unspecified),9.3,-3.3%
CCCN1C(=O)/C(=C\C=C2/C=CN(CC)c3ccccc32)SC1=S,-3.9,-4.8%
O=C(Nc1cccc(Cl)c1)Nc1ccccc1NS(=O)(=O)c1cccs1,4.2,-5.3%
COc1ccc(-n2nnc3c(SCC(=O)c4ccccc4)ncnc32)cc1,·,-0.7%
COc1cc2c(cc1OC)C(C)N(S(=O)(=O)c1cn(C)cn1)CC2 (stereo unspecified),10.4,-2.3%
O=S(=O)(N/N=C/c1cccc(OC2CSC2)c1)c1ccccc1,9.0,2.1%
N#Cc1c(N)n[nH]c1-c1cc2c([nH]1)CCCC2,-2.7,-4.9%
COC(=O)c1ccc(C(=O)OC)c(NC(=S)N2CCN(C)CC2)c1,-18.9,-2.0%
COc1ccc(Cl)cc1C(=O)C1CCCN(Cc2cnc(N3CCOCC3)s2)C1 (stereo unspecified),-7.0,-4.6%
Cc1oc(-c2cccs2)nc1CN1CC[C@@](O)(c2ccccc2)[C@H]2CCCC[C@@H]21,-10.7,1.2%
O=[N+]([O-])c1ccc(/C=N/Nc2nc(N3CCCCC3)nc(N3CCCCC3)n2)o1,24.2,5.8%
COc1ccc(Br)cc1/C=N/NC(=O)c1ccco1,-6.0,-0.5%
COc1ccc(C)cc1NC(=O)CC(NC(C)=O)c1ccccc1 (stereo unspecified),7.8,-3.7%
CCN(CC)c1ccc(NC(=O)CN2CCN(c3ccc(F)cc3)CC2)cc1,-4.0,3.4%
O=C(c1cc2cc([N+](=O)[O-])ccc2s1)N1CCCCC1,-3.2,-2.5%
CCN(CCCNC(=O)CNC(=O)Cn1cnc2ccccc2c1=O)c1cccc(C)c1,-5.8,-3.4%
CCN(CC)CCCNC(=O)c1cc(-c2ccc(Cl)c(Cl)c2)on1,-1.8,-5.3%
CC1(C)CC2CC(C)(CN2C(=O)COC(=O)c2ccc(Cl)c(N)c2)C1 (stereo unspecified),·,3.5%
# Later entries
SMILES,RmlCD inh 1536,M. tuberculosis GlmU
Cc1cc(C)cc(N(C(C)C(=O)NC2CCCC2)S(C)(=O)=O)c1 (stereo unspecified),·,-0.6%
CC(C)NC(=O)NC(=O)COC(=O)Cc1ccsc1,·,3.1%
CC1CCCC/C1=N\NC(=S)Nc1cccnc1 (stereo unspecified),9.4,-2.5%
COC(=O)c1sc(S(=O)(=O)NCC(=O)O)c(C(=O)OC)c1C,17.9,0.1%
Cc1cccc(C(=O)Nc2sc3c(c2C#N)CCCCC3)c1,·,2.5%
CCN(CC)S(=O)(=O)c1cccc(C(=O)N[C@H](C(=O)NNC(=O)c2ccccc2)C(C)C)c1,6.4,-1.5%
COc1ccc(CC(=S)N2CCOCC2)cc1OC,·,-1.3%
Cc1ccccc1NC(=S)N(CCN(C)C)C(C)c1ccccn1 (stereo unspecified),6.8,-7.6%
Cc1ccc(-c2cn3cccc(C)c3n2)cc1,55.4,-0.3%
Cc1cccc(N2C(=O)CC(N3CCN(Cc4ccc(Cl)cc4)CC3)C2=O)c1 (stereo unspecified),·,-3.8%
C/C(=C\c1ccc(N(C)C)cc1)[N+](=O)[O-],-9.1,·
COC(=O)c1ccc(CNC(=O)COC(=O)c2ccc(N(C)C)cc2)cc1,-8.2,7.2%
O=S(=O)(NC1CCN(Cc2ccccc2)CC1)c1cccc(S(=O)(=O)N2CCOCC2)c1,-5.8,·
CC(C)N1CCC(N2CCN(C/C=C/c3ccc(F)cc3)CC2CCO)CC1 (stereo unspecified),·,-1.7%
CC1CC(OC(=O)c2ccccc2)(c2ccccc2)C(C)CN1C (stereo unspecified),9.6,-1.5%
CN(CC(=O)NCc1ccccn1)S(=O)(=O)c1ccc(Cl)cc1,·,7.4%
O=C1COc2ccc(C(=O)COC(=O)c3sc4ccccc4c3Cl)cc2N1,-12.4,7.5%
C=CCn1c(SCC2=C(C(=O)OCC)C(C)NC(=O)N2)nnc1C1CCCCC1 (stereo unspecified),-8.5,-3.6%
COc1nc(N(c2ccccc2)c2ccccc2)nc(-n2ccnc2)n1,3.2,-6.3%

# Complete entries, quoted from the list:
# `O=S(=O)(NC1CCN(Cc2ccccc2)CC1)c1cccc(S(=O)(=O)N2CCOCC2)c1` as listed: RmlCD inh 1536 = -5.8; M. tuberculosis GlmU = ·
# `Cc1ccccc1NC(=S)N(CCN(C)C)C(C)c1ccccn1` (stereo unspecified) as listed: RmlCD inh 1536 = 6.8; M. tuberculosis GlmU = -7.6%
